Bioassay records (PubChem)
STEP block: STEP phosphatase inhibitors, primary screen, biochemical, fluorescence intensity, uHTS; recombinant STEP, OMFP fluorogenic substrate; inhibition, % at 20 µM; 0.25% of 360,000 active; AID 588621, 2011;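 active = inhibition at 20 µM, scaled per plate between control wells, above about 37%, limit read from the data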;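 also: 0% = DMSO with enzyme and substrate and 100% = substrate only without enzyme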
Target sequence (P54829 whole entry, looked up): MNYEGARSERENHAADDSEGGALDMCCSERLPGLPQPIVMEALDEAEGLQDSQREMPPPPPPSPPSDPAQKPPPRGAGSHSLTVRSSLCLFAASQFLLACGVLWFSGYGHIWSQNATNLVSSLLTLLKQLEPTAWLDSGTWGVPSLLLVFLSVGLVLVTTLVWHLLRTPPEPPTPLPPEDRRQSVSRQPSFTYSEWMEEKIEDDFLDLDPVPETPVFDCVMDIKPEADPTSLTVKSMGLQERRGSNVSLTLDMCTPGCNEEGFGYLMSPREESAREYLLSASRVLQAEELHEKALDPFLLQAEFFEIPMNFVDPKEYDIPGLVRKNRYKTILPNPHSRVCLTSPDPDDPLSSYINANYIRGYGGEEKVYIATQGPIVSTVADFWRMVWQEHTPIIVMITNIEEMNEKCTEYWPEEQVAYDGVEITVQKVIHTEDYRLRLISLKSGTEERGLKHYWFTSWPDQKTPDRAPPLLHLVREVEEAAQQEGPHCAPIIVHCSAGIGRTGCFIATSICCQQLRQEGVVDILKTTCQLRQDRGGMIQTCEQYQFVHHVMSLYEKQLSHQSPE
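System: STEP phosphatase, cell-free reaction; Buffer or medium: Bis-Tris pH 6.0 buffer with DTT, detergent; Incubation: 20 min at room temperature, dark; Measured by: fluorescence, 480/540 nm.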
LMPTP inh: LMPTP phosphatase inhibitors, primary screen, biochemical, fluorescence intensity, uHTS; 0.22% of 360,000 active; recombinant LMPTP-A, OMFP fluorogenic substrate; AID 651560, 2012; Low molecular weight phosphotyrosine protein phosphatase (Homo sapiens), P24666; inhibition, % at 20 µM;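 active = compounds that cut the enzyme signal by at least half of the control window in the single-dose screen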;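 also: plate controls were DMSO wells with enzyme plus substrate for no effect and substrate without enzyme for full effect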
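Test system: LMPTP-A phosphatase enzyme. Amount: LMPTP-A at 0.625 nM final in the reaction. Reagent: OMFP substrate, 400 µM final. Times: 50 min at room temperature. Signal: endpoint fluorescence intensity from OMFP dephosphorylation. Read-out basis: % inhibition. Benchmarks: no-enzyme and uninhibited controls.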
MT1-MMP act inh: blockers of MT1-MMP proenzyme processing, primary screen, HT1080 RFP-PRO-GFP cells, GFP/RFP fluorescence; Matrix metalloproteinase-14 (Homo sapiens), P50281; GFP/RFP ratio fluorescence, overnight; percent of plate control window, DMSO zero; GFP/RFP ratio change, % at 20 µM; 0.061% of 360,000 active; AID 651647, 2012;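 active = GFP/RFP ratio change of at least 30% with cell ATP level not reduced by more than half and red fluorescence within 50% of control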; also: strong numbers were not always called active
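Material: RFP-PRO-GFP reporter HT1080 cells. Dosing: single-point 20 µM compound, 1% DMSO. Controls: DMSO and RFP-L50D-GFP cell wells. Timing: cells overnight before dosing, compound overnight, 37 °C, 5% CO2. Measure: GFP/RFP fluorescence ratio.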
NadD inh: inhibitors of S. aureus NadD, primary screen, biochemical, colorimetric, uHTS; Nicotinate-nucleotide adenylyltransferase NadD (Staphylococcus aureus N315); purified NadD enzyme, colorimetric absorbance read-out; inhibition, % at 20 µM; 0.78% of 360,000 active; AID 602399, 2012; in the data active = inhibition above about 26%; also: some compounds past the cut are filed as inactive
Rpn11 block: Rpn11 (PSMD14) deubiquitinase inhibitors, primary screen, biochemical, fluorescence polarization, uHTS; 26S proteasome non-ATPase regulatory subunit 14 (Homo sapiens), O00487; human 26S proteasome, Ub4-pepOG fluorescence polarization; 20S core pre-blocked with epoxomicin; calls only at 20 µM; 0.59% of 360,000 active; AID 588493, 2011;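 active = inhibition at 20 µM, scaled to each plate's controls, above about 33%, limit read from the data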
Target sequence (O00487 whole entry, looked up): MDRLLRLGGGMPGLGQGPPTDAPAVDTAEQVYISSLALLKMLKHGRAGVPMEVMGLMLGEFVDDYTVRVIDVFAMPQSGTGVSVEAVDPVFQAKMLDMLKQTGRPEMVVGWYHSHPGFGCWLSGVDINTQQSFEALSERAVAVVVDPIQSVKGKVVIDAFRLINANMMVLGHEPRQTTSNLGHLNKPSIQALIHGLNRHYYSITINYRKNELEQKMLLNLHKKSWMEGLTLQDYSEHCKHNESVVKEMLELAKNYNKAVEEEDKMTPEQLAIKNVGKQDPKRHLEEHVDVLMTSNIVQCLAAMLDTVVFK
Scp1 inh: Scp-1 phosphatase inhibitors, primary screen, biochemical, colorimetric, uHTS. Carboxy-terminal domain RNA polymerase II polypeptide A small phosphatase 1 (Homo …. Recombinant Scp1, phosphopeptide, malachite green phosphate absorbance. inhibition, % at 20 µM. 0.88% of 340,000 active. AID 493091, 2011;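 active = inhibition above about 50% at 20 µM, limit read from the data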;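 also: plate controls were DMSO wells with enzyme for no effect and wells lacking enzyme for full effect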
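System: truncated SCP-1 phosphatase (76-261aa); medium: Tris acetate buffer pH 5.5 with MgCl2 and Tween-20; incubation: 45 min room-temperature reaction, 5 min colour, 30 min stabiliser; compound: single 20 µM dose, 1% DMSO; reagent: Phosphorylated 17-residue peptide substrate; read-out: % inhibition at 20 µM; technique: colorimetric free-phosphate detection, absorbance 630 nm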
SUMO1-SIM PPI: modulators of SUMO1 protein-protein interactions, primary screen, biochemical, uHTS; Small ubiquitin-related modifier 1 (Homo sapiens), P63165; SUMO1 binding to a labelled peptide, TR-FRET, 1 h; AID 602429, 2012; 0.33% of 360,000 active; inhibition, % at 20 µM; in the data active = inhibition above about 37%
Target sequence (P63165 whole entry, looked up): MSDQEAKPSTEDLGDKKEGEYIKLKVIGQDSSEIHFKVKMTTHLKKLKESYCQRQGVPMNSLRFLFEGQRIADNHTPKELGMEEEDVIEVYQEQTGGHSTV
DNMT1 block: human DNMT1 methyltransferase inhibitors, primary screen, biochemical, molecular beacon, fluorescence, HinP1I cleavage, uHTS | inhibition (reported as % activation of signal), % at 10 µM | 0.83% of 360,000 active; in the data active = inhibition above about 50%
NRP1-CendR mod: modulators of CendR peptide binding to NRP-1, primary screen, biochemical, fluorescence polarization, uHTS. Neuropilin-1 (Homo sapiens), O14786. FAM-RPARPAR peptide binding to NRP-1. inhibition, % at 25 µM. 0.85% of 360,000 active. AID 602438, 2012;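 active = inhibition or corrected inhibition above about 18%, plus a signal ratio from 0.5 to 1.5, limit read from the data, passing the limit was not always enough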; also: strong numbers were not always called active
SKN-1 inh: suppressors of acrylamide-induced Pgst-4::GFP reporter in worms, primary screen, SKN-1 inhibitor project, whole organism, uHTS, GFP/RFP fluorescence ratio, strain VP596; C. elegans VP596 Pgst-4::GFP/RFP ratio, 24 h; inhibition, % at 21.8 µM; 0.49% of 360,000 active;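 active = interference check ratio from 0.5 to 1.5 plus GFP to RFP signal ratio inhibition reaching or exceeding a fixed threshold, cut at about 30% in these data, passing the limit was not always enough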; also: some compounds called inactive have numbers as strong as hits
Starred values were filed as active, the others as inactive. Outcome played no part in choosing rows (roughly 3.9% active in at least one column).

What do the screens show for `C=Cc1ccc(C(=O)N2CCCC(CCC(=O)N3CCN(c4ccccn4)CC3)C2)cc1` (configuration not stated)?
STEP block: 16; LMPTP inh: 38; MT1-MMP act inh: -2; NadD inh: 11; Rpn11 block: inactive; Scp1 inh: 88*; SUMO1-SIM PPI: 58*; DNMT1 block: 80*; NRP1-CendR mod: 8; SKN-1 inh: -12

What do the screens show for `O=C(Nc1nccs1)C12CC3CC(C1)CC(C(=O)Nc1nccs1)(C3)C2`?
STEP block: 2; LMPTP inh: -1.3; MT1-MMP act inh: -2; NadD inh: 6; Rpn11 block: inactive; Scp1 inh: -1; SUMO1-SIM PPI: 1; DNMT1 block: -5; NRP1-CendR mod: 13; SKN-1 inh: 24

What do the screens show for `CSCC[C@H](NC(=O)OC(C)(C)C)C(=O)N1CCC(C(=O)N[C@@H](C)C(=O)NC(C)c2ccccc2)CC1` (some centres not stated)?
STEP block: -1; LMPTP inh: -0.2; MT1-MMP act inh: -4; NadD inh: 1; Rpn11 block: inactive; Scp1 inh: 1; SUMO1-SIM PPI: 2; DNMT1 block: -8; NRP1-CendR mod: -5; SKN-1 inh: 3

What do the screens show for `COc1ccc(-c2csc(C(C)(O)c3cccnc3)n2)cc1` (configuration not stated)?
STEP block: -3; LMPTP inh: -2.2; MT1-MMP act inh: -5; NadD inh: -7; Rpn11 block: inactive; SUMO1-SIM PPI: -5; DNMT1 block: 0; NRP1-CendR mod: 1; SKN-1 inh: -7

How did NC(=O)CSc1nnc(-c2cccc(S(=O)(=O)N3CCOCC3)c2)o1 do in these assays?
STEP block: -1; LMPTP inh: -2.8; MT1-MMP act inh: 3; NadD inh: 1; Rpn11 block: inactive; SUMO1-SIM PPI: -1; DNMT1 block: 5; NRP1-CendR mod: -10; SKN-1 inh: 8

How did Cc1nc(Nc2ccccc2F)c2nnn(Cc3ccccc3Cl)c2n1 do in these assays?
STEP block: 1; LMPTP inh: 1.0; MT1-MMP act inh: -1; NadD inh: 0; Rpn11 block: inactive; Scp1 inh: -6; SUMO1-SIM PPI: 7; DNMT1 block: 0; NRP1-CendR mod: -1; SKN-1 inh: 0

How did COCc1cc(C)nc(N2CCCCC2)c1C#N do in these assays?
STEP block: -2; LMPTP inh: -1.6; MT1-MMP act inh: 3; NadD inh: -4; Rpn11 block: inactive; Scp1 inh: -2; SUMO1-SIM PPI: -2; DNMT1 block: 2; NRP1-CendR mod: -4; SKN-1 inh: -2

Results for CCCn1c(SC(C)C(=O)NCC2CCCO2)nc2cc(Cl)ccc2c1=O (configuration not stated) ?
STEP block: 0; LMPTP inh: -0.5; MT1-MMP act inh: -4; NadD inh: 1; Rpn11 block: inactive; Scp1 inh: -4; SUMO1-SIM PPI: -3; DNMT1 block: 2; NRP1-CendR mod: -4; SKN-1 inh: 11

How did O=C(Nc1nc(-c2ccc(F)c(F)c2)cs1)Nc1ccc(F)cc1F do in these assays?
STEP block: 0; LMPTP inh: 2.1; MT1-MMP act inh: -3; NadD inh: 7; Rpn11 block: active; Scp1 inh: 6; SUMO1-SIM PPI: 9; DNMT1 block: 48; NRP1-CendR mod: 7; SKN-1 inh: 10

What do the screens show for `O=C(NN1CCOCC1)c1ccccc1`?
STEP block: 1; LMPTP inh: 1.7; MT1-MMP act inh: 1; NadD inh: -2; Rpn11 block: inactive; Scp1 inh: -4; SUMO1-SIM PPI: 14; DNMT1 block: 2; NRP1-CendR mod: -1; SKN-1 inh: -15

The closing 2 entries of the part above are carried over, then new ones follow:
How did O=C(Nc1nc(-c2ccc(F)c(F)c2)cs1)Nc1ccc(F)cc1F do in these assays?
STEP block: 0; LMPTP inh: 2.1; MT1-MMP act inh: -3; NadD inh: 7; Rpn11 block: active; Scp1 inh: 6; SUMO1-SIM PPI: 9; DNMT1 block: 48; NRP1-CendR mod: 7; SKN-1 inh: 10

What do the screens show for `O=C(NN1CCOCC1)c1ccccc1`?
STEP block: 1; LMPTP inh: 1.7; MT1-MMP act inh: 1; NadD inh: -2; Rpn11 block: inactive; Scp1 inh: -4; SUMO1-SIM PPI: 14; DNMT1 block: 2; NRP1-CendR mod: -1; SKN-1 inh: -15

What do the screens show for `COc1ccccc1NC(=O)Cn1cnc2c1c(=O)n(C)c(=O)n2C`?
STEP block: -7; LMPTP inh: 0.2; MT1-MMP act inh: 0; NadD inh: -1; Rpn11 block: inactive; Scp1 inh: -3; SUMO1-SIM PPI: 2; DNMT1 block: 2; NRP1-CendR mod: 7; SKN-1 inh: 13

What do the screens show for `COc1cc(Cl)ccc1OCc1cc(C(=O)N2CCC(N(C)C)C2)no1` (configuration not stated)?
STEP block: 2; LMPTP inh: 0.3; MT1-MMP act inh: -2; NadD inh: 0; Rpn11 block: inactive; Scp1 inh: -3; SUMO1-SIM PPI: -4; DNMT1 block: -2; NRP1-CendR mod: -9; SKN-1 inh: 14

How did Cc1ccc2c(c1)C1CN(C)CCC1N2C(=S)Nc1ccc(Cl)cc1Cl (configuration not stated) do in these assays?
STEP block: 4; LMPTP inh: -1.4; MT1-MMP act inh: 3; NadD inh: -14; Rpn11 block: inactive; Scp1 inh: -5; SUMO1-SIM PPI: 2; DNMT1 block: -1; NRP1-CendR mod: -11; SKN-1 inh: 7

What do the screens show for `CNc1cncc(-c2ccc(NS(C)(=O)=O)cc2)n1`?
STEP block: 4; LMPTP inh: 0.1; MT1-MMP act inh: -18; NadD inh: 2; Rpn11 block: inactive; SUMO1-SIM PPI: -15; DNMT1 block: 0; NRP1-CendR mod: 0; SKN-1 inh: 5

How did Cc1ccc(C(C)NC(=O)c2ccc3c(c2)OCCO3)cc1C (configuration not stated) do in these assays?
STEP block: -1; LMPTP inh: -0.4; MT1-MMP act inh: -1; NadD inh: -11; Rpn11 block: inactive; Scp1 inh: -14; SUMO1-SIM PPI: 3; DNMT1 block: 2; NRP1-CendR mod: 12; SKN-1 inh: 5

How did CCn1c(CC(=O)Nc2ccc(Cl)c(Cl)c2)nnc1SCc1ccc(Cl)cc1 do in these assays?
STEP block: 2; LMPTP inh: 0.6; MT1-MMP act inh: -1; NadD inh: 10; Rpn11 block: inactive; Scp1 inh: 0; SUMO1-SIM PPI: -2; DNMT1 block: 16; NRP1-CendR mod: -7; SKN-1 inh: 10

What do the screens show for `Cc1cc(C)cc(NC(=S)NCC2CCN(C(C)c3ccccc3)C2)c1` (configuration not stated)?
STEP block: 3; LMPTP inh: 2.4; MT1-MMP act inh: 9; NadD inh: -8; Rpn11 block: inactive; Scp1 inh: -8; SUMO1-SIM PPI: -1; DNMT1 block: 0; NRP1-CendR mod: 7; SKN-1 inh: -11

What do the screens show for `N#Cc1c(C#N)c(O)c2ccccc2c1O`?
STEP block: 0; LMPTP inh: -1.8; MT1-MMP act inh: -2; NadD inh: 0; Rpn11 block: inactive; Scp1 inh: -7; SUMO1-SIM PPI: -16; DNMT1 block: -6; NRP1-CendR mod: 3; SKN-1 inh: 26

What do the screens show for `CCc1nc(SCC(=O)Nc2ccccc2Cl)n[nH]1`?
STEP block: -2; LMPTP inh: -1.1; MT1-MMP act inh: 4; NadD inh: -10; Rpn11 block: inactive; Scp1 inh: -3; SUMO1-SIM PPI: 0; DNMT1 block: -1; NRP1-CendR mod: -1; SKN-1 inh: -5

Results for CN(C)/C(=N\OC(=O)c1ccccc1)c1nonc1N ?
STEP block: -2; LMPTP inh: -2.1; MT1-MMP act inh: -4; NadD inh: -3; Rpn11 block: inactive; Scp1 inh: -8; SUMO1-SIM PPI: 0; DNMT1 block: 0; NRP1-CendR mod: 2; SKN-1 inh: 2

Results for O=C(CN1CCN(Cc2ccc(Cl)cc2)C1=O)NCCCN1CCOCC1 ?
STEP block: -2; LMPTP inh: -0.6; MT1-MMP act inh: -1; NadD inh: -7; Rpn11 block: inactive; Scp1 inh: -7; SUMO1-SIM PPI: 5; DNMT1 block: 0; NRP1-CendR mod: 9; SKN-1 inh: 5

How did CN(C)n1cnc2ccsc2c1=O do in these assays?
STEP block: 1; LMPTP inh: -0.5; MT1-MMP act inh: 1; NadD inh: 5; Rpn11 block: inactive; Scp1 inh: -3; SUMO1-SIM PPI: 0; DNMT1 block: 5; NRP1-CendR mod: -3; SKN-1 inh: 8

How did O=C(Cc1ccc(Cl)cc1)Nc1ccc(S(=O)(=O)Nc2ncccn2)cc1 do in these assays?
STEP block: 0; LMPTP inh: -0.5; MT1-MMP act inh: 4; NadD inh: -2; Rpn11 block: inactive; Scp1 inh: -8; SUMO1-SIM PPI: -1; DNMT1 block: 0; NRP1-CendR mod: -8; SKN-1 inh: 20

How did CCOc1ccc(S(=O)(=O)Nc2ccc(C(=O)NNC(=O)c3ccncc3)cc2)cc1 do in these assays?
STEP block: 1; LMPTP inh: -0.1; MT1-MMP act inh: 4; NadD inh: -5; Rpn11 block: inactive; Scp1 inh: -1; SUMO1-SIM PPI: -1; DNMT1 block: 2; NRP1-CendR mod: -9; SKN-1 inh: -13

How did Cc1nc(SCc2ccccc2C)n[nH]1 do in these assays?
STEP block: 3; LMPTP inh: -2.0; MT1-MMP act inh: 14; NadD inh: 2; Rpn11 block: inactive; Scp1 inh: -8; SUMO1-SIM PPI: 1; DNMT1 block: 1; NRP1-CendR mod: -4; SKN-1 inh: 4

Results for COC(=O)C(Cc1ccccc1)NC(=S)NC(=O)c1ccccc1 (configuration not stated) ?
STEP block: -1; LMPTP inh: 0.3; MT1-MMP act inh: -1; NadD inh: -5; Rpn11 block: inactive; Scp1 inh: -5; SUMO1-SIM PPI: -3; DNMT1 block: -1; NRP1-CendR mod: 0; SKN-1 inh: 8
